TEAD-YAP block: TEAD-YAP interaction inhibition; HEK-TIYL cells, TEAD-Gal4/YAP UAS-luciferase luminescence; inhibition, % at 9.12 µM; 640,000 compounds, 1.4% hits; AID 1259422; in the data active = inhibition above about 32%;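 also: 0% = median of test compound wells and 100% = reference inhibitor wells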
MITF inh: inhibitors of human MITF. inhibition, % at 2.6 µM. AlphaScreen MITF homodimerization, bead proximity signal. AID 1259374. 650,000 compounds, 0.91% hits; in the data active = inhibition above about 50%;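 also: 0% = vehicle wells with protein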
GPR151 activ: activators of human GPR151. activation, % at 11.2 µM. 650,000 compounds, 1% hits. PathHunter beta-arrestin GPR151 cells, luminescence. AID 1508602. Q8TDV0; in the data active = activation above about 4.9%;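 also: 0% = median of compound wells and 100% = cells with positive control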
FBW7 activator: human FBW7 E3 ligase activation, primary screen | AlphaScreen FBW7–phospho-cyclin E peptide binding, activator screen | AID 1259310 | 650,000 compounds, 0.13% hits | normalized activity (activation), % at 26.1 µM | Q969H0; in the data active = normalized activity above about 1.9%;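 also: purified mutant Fbw7 with reduced substrate affinity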
Target sequence (Q969H0 whole entry, looked up): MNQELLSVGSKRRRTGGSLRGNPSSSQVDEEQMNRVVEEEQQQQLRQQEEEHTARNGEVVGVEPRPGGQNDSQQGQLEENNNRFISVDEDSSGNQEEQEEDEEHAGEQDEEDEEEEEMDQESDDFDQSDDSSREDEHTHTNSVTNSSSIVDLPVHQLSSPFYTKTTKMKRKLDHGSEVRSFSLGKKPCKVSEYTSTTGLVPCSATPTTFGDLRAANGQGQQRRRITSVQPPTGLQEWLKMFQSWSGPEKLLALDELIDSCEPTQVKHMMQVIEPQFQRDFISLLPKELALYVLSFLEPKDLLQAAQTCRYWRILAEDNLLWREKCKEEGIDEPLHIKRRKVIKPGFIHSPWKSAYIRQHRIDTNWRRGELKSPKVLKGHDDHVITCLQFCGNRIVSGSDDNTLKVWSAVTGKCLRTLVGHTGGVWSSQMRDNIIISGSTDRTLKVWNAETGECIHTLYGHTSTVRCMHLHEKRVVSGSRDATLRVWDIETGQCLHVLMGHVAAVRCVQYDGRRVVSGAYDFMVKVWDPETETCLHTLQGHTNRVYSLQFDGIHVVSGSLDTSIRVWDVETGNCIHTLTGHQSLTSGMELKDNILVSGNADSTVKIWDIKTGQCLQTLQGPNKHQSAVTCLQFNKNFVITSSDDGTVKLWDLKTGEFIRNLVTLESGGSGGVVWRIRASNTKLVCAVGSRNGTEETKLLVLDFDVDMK
Numbers without * were called inactive; x = no result given.

SMILES	TEAD-YAP block	MITF inh	GPR151 activ	FBW7 activator
O=C(Oc1ccc(N(C(=O)c2ccncc2)S(=O)(=O)c2ccc3ccccc3c2)c2ccccc12)c1ccncc1	-7	7	-1.2	0.2
CCNC(=O)C(C)N(c1ccccc1)S(C)(=O)=O (centres undefined)	7	7	-0.5	-0.1
Cc1cc(OCc2nc(-c3ccc(NC(=O)c4cccs4)cc3)no2)ccc1Cl	-23	3	-0.9	0.3
O=C(Nc1nc(-c2ccc3c(c2)OCO3)cs1)c1cc2ccccc2oc1=O	8	3	-0.2	0.8
COc1ccc(/C=C/C(=O)CC(=O)C(Cl)(Cl)Cl)cc1	8	16	-0.7	0.0
O=C(c1ccc(F)cc1)C1CCN(C(=O)Nc2ccccc2F)CC1	-2	15	0.9	0.2
Cc1cccn2c(=O)c3cc(C#N)c(=N)n(C(C)C)c3nc12	-5	-15	0.3	-0.2
CC(c1ccccc1)c1nnc(NC(=O)c2cccs2)s1 (centres undefined)	-11	-2	-0.7	-0.1
CC1CCc2nc(NC(=O)c3ccc(S(=O)(=O)N(C)c4ccccc4)cc3)sc2C1 (centres undefined)	5	-8	-1.2	0.0
COc1ccc(C(=O)N/C(=C\c2ccc(F)cc2)C(=O)Nc2ccc(Br)cc2)cc1	13	16	0.3	0.1
O=C(Nc1ccc2oc(-c3cccc(I)c3)nc2c1)c1ccc(Cl)cc1Cl	4	-6	-0.9	0.0
Cc1ccc(CNC(=O)CCc2ccc(S(=O)(=O)NCC(C)C)cc2)cc1	-2	-14	-0.4	-0.1
O=C(NCc1ccncc1)c1ccc(OCC(F)(F)F)cc1	6	6	1.7	0.1
O=C(Nn1c(C2CCC2)nc2ccccc2c1=O)c1ccco1	9	-5	2.2	0.1
Cc1ccc(S(=O)(=O)NCCCCCC(=O)N2CCOCC2)cc1	5	11	-0.5	-0.3
O=C(CSc1nc2ccsc2c(=O)n1Cc1ccccc1)N1CCCC1	15	16	-0.7	0.4
COc1ccc(C2C(C#N)=C(N)SC(N)=C2C#N)cc1	8	-3	-0.2	-0.1
COc1ccc(C2CC(c3cccs3)=NN2C(=O)CSc2nnc(CNC(=O)Cc3ccccc3)n2-c2ccccc2)cc1 (centres undefined)	5	1	-0.3	-0.1
Cc1sc2nc(SCc3ccccn3)nc(N)c2c1C	10	2	1.0	-0.1
CCN(CC)CCn1c(=S)[nH]c2cc(C(=O)N3CCC(Cc4ccccc4)CC3)ccc2c1=O	-3	-12	0.5	0.0
C[C@@H]1CCC(C(=O)O)N[C@H]1c1cccc(N2CCOCC2)c1 (some centres undefined)	x	13	-0.8	0.0
O=C(CCl)NCCOc1ccc(Cl)cc1Cl	41*	9	-0.6	0.1
O=C1CC(c2ccccc2)CC(O)=C1C=Nc1ccc(Cl)cc1C(=O)c1ccccc1 (centres undefined)	-9	0	-0.9	-0.2
O=C(NCCCS(=O)(=O)N1CCc2ccccc2C1)c1ccc(F)cc1F	-5	3	1.5	-0.1
Cc1nnc2ccc(-c3ccc(NC(=O)Cc4ccc(F)cc4)cc3)nn12	7	-17	0.9	0.1
COc1ccc(C(=O)N(C)C2CCOC2)cc1OC1CCN(C(C)C)CC1 (centres undefined)	1	9	1.1	0.2
CC(=O)n1nc(-c2ccc(Cl)cc2)nc1NCc1ccc(F)cc1	-4	5	0.6	0.0
CCN(CC)CCNc1nc2c(c(=O)[nH]c(=O)n2C)n1CC(C)O (centres undefined)	-2	17	1.3	0.0
CC(C)N(C(=O)CSc1nc2ccc([N+](=O)[O-])cc2s1)C(C)C	-5	38	0.4	0.0
c1cncc(CNc2ccnc(N3CCOCC3)n2)c1	1	13	1.2	0.1
CN(c1cccc(NC(=O)c2ccc(C(C)(C)C)cc2)c1)S(C)(=O)=O	-4	14	-0.1	0.2
Cc1ccc(N2C(=O)CC(SCC(N)C(=O)O)C2=O)c(C)c1 (centres undefined)	-7	-9	0.7	-0.1
Cc1cccn2c(=O)c(/C=C(\C#N)C(N)=O)c(Oc3ccc(C(C)(C)C)cc3)nc12	-4	21	-0.1	0.5
CC(=O)c1ccc(NC(=S)Nc2ccc3nccnc3c2)cc1	-18	-18	0.6	-0.4
Cc1c(F)cccc1NC(=O)NCCNc1cc(-n2ccnc2C)ncn1	7	0	-2.7	0.0
COc1ccc(Cl)cc1S(=O)(=O)N1CCN(C(C)=O)CC1	-2	13	-1.8	0.3
CCC/C=N/NC(=O)c1cc([N+](=O)[O-])c(OC)c([N+](=O)[O-])c1	0	10	-1.7	-0.1
C#CCN1C(=O)S/C(=C/c2ccc(F)cc2)C1=O	-38	-1	2.5	-0.1
CN1C(=O)/C(=N/OC(=O)c2ccccc2Br)c2ccccc21	10	-15	1.0	0.0
CCOC(=O)C1=c2s/c(=C/c3ccccc3Cl)c(=O)n2C(N)=C(C#N)C1c1ccccc1Cl (centres undefined)	-4	-1	0.3	-0.1
CCOc1c(/C=C/c2[nH]c(=O)[nH]c(=O)c2[N+](=O)[O-])cccc1OC	3	5	-1.0	-0.1
FC(F)(F)COc1nc(N2CCCCC2)nc(N2CCCC[C@@H]2c2cccnc2)n1	6	8	2.2	0.7
CCC(C)NC(=O)CCCc1nnc2n(CC(C)C)c(=O)c3sccc3n12 (centres undefined)	3	13	-1.1	0.1
Cc1c(NC(=O)CN2c3cccc4cccc(c34)S2(=O)=O)c(=O)n(-c2ccccc2)n1C	12	-3	2.2	-0.2
CC(=O)N1N=C(c2cccs2)OC12CCCC2	0	-2	0.8	-0.1
O=C(c1cccc(Cl)c1)N1c2ccccc2Sc2ccccc21	2	-7	-1.6	-0.1
Clc1ccc(-c2csc(N3CCCCC3)n2)cc1	-28	4	-0.9	0.0
Cc1ccc(CCN2C(=O)CCC2(C)C(=O)NC2CCCCC2)cc1 (centres undefined)	0	0	-1.6	0.0
NC1(CO)COC(c2ccc([N+](=O)[O-])cc2)OC1 (centres undefined)	0	14	0.7	1.3
CCCc1cc(=O)n2[nH]c(NCc3cccs3)nc2n1	-6	-13	-0.4	-0.2
Cn1cc(CCNC(=O)c2cc(COc3ccc(F)cc3Cl)on2)cn1	-2	11	-0.6	0.1
Cc1cc(C)c(-c2nnc(-c3ccco3)o2)c(C)c1	-11	11	0.5	0.1
O=[N+]([O-])c1ccc2cn[nH]c2c1	x	-2	-0.8	-0.1
Clc1ccc2nc(Oc3ccccc3)nc(-c3ccccc3)c2c1	0	13	0.7	0.2
COc1cc(OCC(F)(F)F)nc(N)n1	5	17	0.0	0.0
COc1cccc2cc(-c3csc(NC(=O)c4ccccc4Cl)n3)oc12	-2	-12	2.0	0.0
CC[C@@H](O)[C@@H](O)C/C=C\C/C=C\C/C=C\C/C=C\C/C=C\CCC(=O)O	x	-14	-0.8	x
COc1ccc(/C(C)=N/Nc2ccc([N+](=O)[O-])cc2)cc1	-23	15	1.0	0.4
CCOc1cc(C2C(C#N)=C(N)Oc3n[nH]c(-c4ccc(OC)cc4)c32)cc(Br)c1O (centres undefined)	10	5	-0.6	0.3
CCN(CC)c1ccc(C(=O)Nc2cc(C(=O)Nc3cc(OC)c(OC)c(OC)c3)ccc2N2CC3CC(C2)c2cccc(=O)n2C3)cc1 (centres undefined)	-12	1	-0.4	-0.1
(continued)
SMILES	TEAD-YAP block	MITF inh	GPR151 activ	FBW7 activator
CCn1c(O)c(/C=C2\C=C(C)N=C2C)c(=O)[nH]c1=S	10	11	0.0	-0.5
COc1ccc(-n2nc3cc(C)c(NC(C)=O)cc3n2)cc1	13	-11	0.2	0.4
Cc1cccc(/C=N/NC(=O)Cc2ccccc2)c1O	-8	-14	0.3	0.3
CC(C)CCNC(=O)c1csc2c1CCCC2	-29	0	0.8	-0.1
Cc1ccc(-n2nc3c(c2NC(=O)c2ccc(Cl)cc2Cl)CS(=O)(=O)C3)cc1	8	4	0.6	-0.1
CC1CCOP(=O)(C(Nc2ccc(Cl)cc2)c2ccc(O)cc2)O1 (centres undefined)	-5	-14	-1.0	-0.2
CC(=O)c1ccc(NC(=O)c2ccoc2C)cc1	-44	17	-4.6	-0.1
CCN1c2ncccc2C(=O)NC12CCN(C(=O)c1ccc(CN3CCCC3)o1)CC2	-9	-10	-0.5	-0.1
CCc1nnc(NC(=O)Nc2ccccc2)s1	-62	-5	-1.1	-0.1
Cc1ccc(C(=O)N/C(=C/c2ccccc2F)C(=O)NC(C)C)cc1	-10	11	1.6	0.0
COc1cc(C=O)ccc1OCCCOc1ccccc1C	-21	-16	-0.7	0.0
Cc1nc2cc(C(=O)NCC3CCCO3)ccc2n1-c1ccc(OCc2ccccc2)cc1 (centres undefined)	1	-6	-0.2	-0.1
CC(C)n1c(=O)[nH]c2c(C(N)=O)nc(C3=Cc4ccccc4OC3)nc21	11	7	-0.3	0.6
COc1ccccc1NC(=O)C1=C(C)Nc2nc(-c3ccncc3)nn2C1c1ccc(Cl)cc1 (centres undefined)	0	-13	0.5	1.1
Cc1cc(C(=O)Nc2c(C)n(C)n(-c3ccccc3)c2=O)c2ccccc2n1	-6	22	-1.0	0.6
NC(=O)c1cc(NC(=O)COC(=O)COc2cccc(C(F)(F)F)c2)cc(C(N)=O)c1	1	53*	1.0	0.1
C=CCN1C(=O)C(O)(CC(=O)c2ccc(C)cc2C)c2ccccc21 (centres undefined)	0	6	-0.5	-0.2
Cn1c(SCc2ccccc2C#N)nnc1-c1ccccc1	-24	6	-1.3	0.1
Cc1nonc1CC(=O)N[C@H](Cn1nc(-c2ccc(F)c(F)c2)ccc1=O)C(C)C	-6	-4	-0.1	0.1
CCOCCCNc1nc(-c2ccc(OC)c(OC)c2)no1	-25	-2	-0.9	0.1
C=CCn1cc(CN2CCc3c(nc(C)[nH]c3=O)C2)c2ccccc21	4	7	-0.6	0.1
CCOC(=O)c1sc2nc(SCC(=O)NCc3ccccc3Cl)n(Cc3ccc(Cl)cc3)c(=O)c2c1C	-11	-7	0.0	-0.1
CC(=O)N[C@H]1[C@H](Oc2ccc3c(C)cc(=O)oc3c2)O[C@H](CO)[C@@H](O)[C@@H]1O	-1	-2	0.2	-0.1
COc1cc(C=C2C(=O)NC(=O)NC2=O)cc(Cl)c1OCc1cccc(F)c1	-1	13	0.0	-0.8
CC(=O)N1N=C(c2ccccc2O)CC1c1ccc(C)cc1 (centres undefined)	2	9	1.3	0.0
COCCNc1ccc2ncc(-c3cc(OC)c(OC)c(OC)c3)n2n1	-42	16	1.7	-1.0
CC(C)c1ccc(/C=N/NC(=O)C(=O)NCc2ccco2)cc1	0	10	-0.5	0.2
COc1ccc(C(=O)C[n+]2ccc(C(=O)NCc3ccccc3)cc2)cc1OC	5	0	0.1	0.5
CCC1CN(CC(=O)NC(C)CO)Cc2cc(OC)ccc2O1 (centres undefined)	2	12	-0.3	-0.1
C/C(=N\NC(=O)c1cccs1)C1CC1	-63	4	-2.2	-0.1
CCOc1ccc(-n2cc(-c3ccccc3)c3c(NCc4ccc(F)cc4)ncnc32)cc1	3	13	0.1	-0.3
Cc1ccccc1Nc1nc(-c2ccc([N+](=O)[O-])cc2)nc2ccccc12	4	1	-0.5	0.1
Cc1ccccc1CNC(=O)CN(c1cccc2ccccc12)S(C)(=O)=O	4	6	1.2	0.0
O=C(NC(C(=O)OCc1ccccc1)c1ccccc1)c1ccccc1 (centres undefined)	6	9	-0.1	0.0
Cn1c(=O)c2c(SCc3ccc(F)cc3)nc(-c3ccco3)nc2n(C)c1=O	6	20	0.0	1.1
O=C(O)c1ccc2oc(-c3ccccc3)nc2c1	55*	4	-9.3	-0.1
CC(=O)ON1C(C)(C)Cc2noc(N)c2C1(C)C	-4	-6	0.9	-0.2
Nc1ccnn1Cc1ccccc1Cl	4	-2	-0.2	0.0
CCOC(=O)c1oc2ccccc2c1NC(=O)C1CCCN1S(=O)(=O)c1ccc(C)cc1 (centres undefined)	-1	-5	-0.1	0.1
Cc1nc2ccccc2n1CCc1nc2c3ccccc3nc(NCCN3CCCC3)n2n1	6	7	-1.6	0.0
COC(=O)C1=C(C(=O)OC)[C@@H]2N(C)c3ccccc3[C@@]23C[C@@H](C(=O)OC)N(C(=O)NC2CCCCC2)C3=N1	x	21	0.5	0.8

Bioassay records deposited in PubChem by The Scripps Research Institute Molecular Screening Center.
